T cell modulator = modulates CD8 T cell binding to vesicles. 2C CD8+ T cell-vesicle binding, flow cytometry; stronger effect = lower value. calls only at 7 µM. hit rate 0.068% among 330,000. AID 2052;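 active means response, share of CD8 T cells binding vesicles, and their 90th percentile fluorescence all below set limits, cut at about 80% in these data, passing the limit was not always enough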
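System: murine 2C transgenic CD8+ T lymphocytes; also added: QL9-loaded Drosophila micro-vesicles; times: binding 1.5 h at 37 °C; measured by: flow cytometry, PE anti-B7-1 (FL2) versus Alexa647 anti-CD8 (FL8), PFA-fixed; control set: Peptide-free naked vesicles (low) and QL9 vesicles with 0.7% DMSO vehicle (high)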
T cell modulator vesicle-bound % = second read-out of T cell modulator, no call of its own (marks repeat the call); double positive events, %; measured here: CD8+ vesicle-bound cell fraction;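 binding gate set so that unloaded-vesicle control wells show 10% double positive cells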
The depositor's hits bear a star; i = inactive.

# | T cell modulator vesicle-bound % | T cell modulator | canonical_smiles
1 | 38.2 | i | Cc1cc2occ(CC(=O)N(C)CC(=O)Nc3ccc(F)cc3)c2cc1C
2 | 36.2 | i | O=C(COC(=O)/C=C/c1ccc(C(F)(F)F)cc1)NC1CC1
3 | 54.9 | i | COc1cccc(NC(=O)COC(=O)CCn2c(C)csc2=O)c1
4 | 15.3 | i | COc1ccc(S[C@@H](CCN2CC[C@H](C)CCC2=O)c2ccccc2)cc1
5 | 24.3 | i | Cc1ccc(NC(=O)CSc2nc(=O)n(CCCN(C)C)c3c2CCC3)c(C)c1
6 | 33.0 | i | Cc1nnc(NC(=O)c2ccc(-c3ccc(Cl)cc3)o2)s1
7 | 32.8 | i | C=CCn1c2ccccc2c(=O)c2cc(C#CC[C@@H](C)O)ccc21
8 | 63.2 | i | COc1cccc(C(=O)NOCc2ccccc2)c1OC
9 | 31.2 | i | COc1cc(/C=C/C(=O)OCC(=O)NC2CC2)cc(OC)c1OC
10 | 49.2 | i | COc1ccc(-c2sc3cc4c(cc3c2C#CC2(N)CCCCC2)OCO4)cc1
11 | 2.6 | i | COc1ccc(NC(=O)Nc2ccc3c(c2)C(=O)N([C@H](C)CO)C[C@H](C)[C@@H](CN(C)C(=O)Nc2ccccc2)O3)cc1
12 | 51.5 | i | CCCCn1c(N)c(N(CC)C(=O)CCNC(=O)c2ccc(Cl)cc2)c(=O)[nH]c1=O
13 | 47.8 | i | Cc1ccc(S(=O)(=O)N2CCCCC2)cc1NC(=O)CN1C(=O)c2ccccc2S1(=O)=O
14 | 54.8 | i | Cc1cccc(C(=O)OCC(=O)Nc2ccc3c(c2)OCCO3)c1
15 | 9.8 | i | C=CC[C@@H](CC(=O)N(CCO)Cc1ccccc1)C(=O)N[C@H](COC(=O)[C@@H](CC=C)CC(=O)OC(C)(C)C)Cc1c[nH]c2ccccc12
16 | 41.9 | i | Cc1ccc(CN(C)C(=O)c2cc(S(=O)(=O)N3CCOCC3)ccc2F)o1
17 | 12.9 | i | C=CCC[C@H](Cc1ccc(F)cc1)C(=O)OC[C@H](Cc1c[nH]c2ccccc12)NC(=O)[C@H](CC=C)CC(=O)NCCO
18 | 16.7 | i | CCOC(=O)/C=C1\CN(CCC(C)C)S(=O)(=O)c2ccccc21
19 | 27.9 | i | CCCCN(C(=O)c1c(C)noc1C)c1c(N)n(CCCC)c(=O)[nH]c1=O
20 | 7.9 | i | Cc1ccc(COn2nnc3ccc(S(=O)(=O)N4CCOCC4)cc32)cc1

# | T cell modulator vesicle-bound % | T cell modulator | canonical_smiles
21 | 40.8 | i | CN(CC(=O)Nc1ccccc1Br)C(=O)CCc1nc2ccccc2c(=O)[nH]1
22 | 8.0 | i | COc1ccc(NC(=O)c2ccc(Cl)c(S(=O)(=O)N3CC(C)OC(C)C3)c2)cn1 (stereo unspecified)
23 | 9.3 | i | O=C(NCCc1ccccc1F)N[C@@H](Cc1ccccc1)C(=O)O
24 | 12.0 | i | CCC(CO)Oc1cc(NCc2cccc(C)c2)c2ncn(C(C)C)c2c1 (stereo unspecified)
25 | 49.4 | i | COc1ccccc1NS(=O)(=O)c1ccc(C(=O)NCC(c2ccc(F)cc2)N2CCOCC2)cc1 (stereo unspecified)
26 | 11.2 | i | O=C(C[C@@H]1C/C=C\C[C@H](NC(=O)OCC2c3ccccc3-c3ccccc32)C(=O)OC[C@@H]2CCCN2C1=O)N[C@@H](CO)Cc1ccccc1
27 | 16.3 | i | COc1ccc(S(=O)(=O)N2CCOCC2)cc1NC(=O)CSc1ncccn1
28 | 35.6 | i | O=C(COC(=O)Cc1ccc(Cl)cc1Cl)NC1CC1
29 | 41.7 | i | O=C(CN1C(=O)NC2(CCCCCC2)C1=O)c1cccs1
30 | 12.0 | i | C=CCC[C@H](Cc1ccc(F)cc1)C(=O)OC[C@@H](C)NC(=O)[C@@H](CC=C)CC(=O)N[C@@H](CO)Cc1ccccc1
31 | 59.1 | i | COc1cccc(C(=O)NCCS(=O)(=O)N2CCc3ccccc3C2)c1
32 | 25.5 | i | Cc1ccc(NC(=O)CN(C)C(=O)c2ccc(Cl)c(S(=O)(=O)NCc3ccco3)c2)cc1
33 | 14.8 | i | CCCCn1c(N)c(N(CCC(C)C)C(=O)c2cc(CC)c(C)s2)c(=O)[nH]c1=O
34 | 55.5 | i | CC(NS(=O)(=O)c1cc(C(F)(F)F)ccc1Cl)C(=O)N(C)C1CCN(C)CC1 (stereo unspecified)
35 | 41.2 | i | Cc1nnc(SCC(=O)N(CC(C)C)C2CCS(=O)(=O)C2)n1N (stereo unspecified)
36 | 47.3 | i | Cc1cc(NC(=O)COC(=O)c2ccccc2Cl)no1
37 | 16.5 | i | CC12CCC(=O)N1C(C(=O)NCCN1C(=O)S/C(=C\c3ccccc3F)C1=O)CS2 (stereo unspecified)
38 | 20.9 | i | CC(=O)Nc1ccc(S(=O)(=O)N(C)CC(=O)OCC(=O)N(CC(C)C)C2CCS(=O)(=O)C2)cc1 (stereo unspecified)
39 | 12.8 | i | Cc1nn(CC(=O)NC2CCS(=O)(=O)C2)c(C)c1S(=O)(=O)N(C)C (stereo unspecified)
40 | 9.2 | i | COc1ccc2sc(-c3ccc(S(C)(=O)=O)cc3)c(C(=O)NCCc3c[nH]c4ccccc34)c2c1

Some of these compounds in order of length of the SMILES, lowest first.
# | T cell modulator vesicle-bound % | T cell modulator | canonical_smiles
36 | 47.3 | i | Cc1cc(NC(=O)COC(=O)c2ccccc2Cl)no1
29 | 41.7 | i | O=C(CN1C(=O)NC2(CCCCCC2)C1=O)c1cccs1
23 | 9.3 | i | O=C(NCCc1ccccc1F)N[C@@H](Cc1ccccc1)C(=O)O
35 | 41.2 | i | Cc1nnc(SCC(=O)N(CC(C)C)C2CCS(=O)(=O)C2)n1N (stereo unspecified)
24 | 12.0 | i | CCC(CO)Oc1cc(NCc2cccc(C)c2)c2ncn(C(C)C)c2c1 (stereo unspecified)
27 | 16.3 | i | COc1ccc(S(=O)(=O)N2CCOCC2)cc1NC(=O)CSc1ncccn1
16 | 41.9 | i | Cc1ccc(CN(C)C(=O)c2cc(S(=O)(=O)N3CCOCC3)ccc2F)o1
19 | 27.9 | i | CCCCN(C(=O)c1c(C)noc1C)c1c(N)n(CCCC)c(=O)[nH]c1=O
34 | 55.5 | i | CC(NS(=O)(=O)c1cc(C(F)(F)F)ccc1Cl)C(=O)N(C)C1CCN(C)CC1 (stereo unspecified)
37 | 16.5 | i | CC12CCC(=O)N1C(C(=O)NCCN1C(=O)S/C(=C\c3ccccc3F)C1=O)CS2 (stereo unspecified)
25 | 49.4 | i | COc1ccccc1NS(=O)(=O)c1ccc(C(=O)NCC(c2ccc(F)cc2)N2CCOCC2)cc1 (stereo unspecified)
40 | 9.2 | i | COc1ccc2sc(-c3ccc(S(C)(=O)=O)cc3)c(C(=O)NCCc3c[nH]c4ccccc34)c2c1
38 | 20.9 | i | CC(=O)Nc1ccc(S(=O)(=O)N(C)CC(=O)OCC(=O)N(CC(C)C)C2CCS(=O)(=O)C2)cc1 (stereo unspecified)
17 | 12.9 | i | C=CCC[C@H](Cc1ccc(F)cc1)C(=O)OC[C@H](Cc1c[nH]c2ccccc12)NC(=O)[C@H](CC=C)CC(=O)NCCO
30 | 12.0 | i | C=CCC[C@H](Cc1ccc(F)cc1)C(=O)OC[C@@H](C)NC(=O)[C@@H](CC=C)CC(=O)N[C@@H](CO)Cc1ccccc1
15 | 9.8 | i | C=CC[C@@H](CC(=O)N(CCO)Cc1ccccc1)C(=O)N[C@H](COC(=O)[C@@H](CC=C)CC(=O)OC(C)(C)C)Cc1c[nH]c2ccccc12
26 | 11.2 | i | O=C(C[C@@H]1C/C=C\C[C@H](NC(=O)OCC2c3ccccc3-c3ccccc32)C(=O)OC[C@@H]2CCCN2C1=O)N[C@@H](CO)Cc1ccccc1

Later entries.
# | T cell modulator vesicle-bound % | T cell modulator | canonical_smiles
41 | 9.3 | i | CCCc1cc(CNC(=O)C2CCC(=O)N(Cc3ccccc3F)C2)on1 (stereo unspecified)
42 | 36.9 | i | CCc1ccc(OCC(=O)NNC(=O)CNC(=O)c2ccc(Br)o2)cc1
43 | 28.3 | i | CCN(c1ccccc1C)S(=O)(=O)c1cc2c3c(c1)CCN3C(=O)CC2
44 | 26.9 | i | Cc1ccc(S(=O)(=O)N2CCCC2CNC(=O)c2ccc(F)c(F)c2)cc1 (stereo unspecified)
45 | 26.3 | i | Cc1ccccc1C=O
46 | 30.6 | i | O=C(Nc1nccs1)OCc1ccccc1
47 | 31.0 | i | Cc1ccc2nc(SCC(=O)Nc3cc(C)on3)nc(=O)n2c1
48 | 24.5 | i | Nc1ccc(C(=O)N2CCN(S(=O)(=O)c3ccc(Cl)cc3)CC2)cc1[N+](=O)[O-]
49 | 29.3 | i | CC(=O)Nc1ccc(NC(=O)C(C)OC(=O)CCSc2ccccc2Cl)cc1 (stereo unspecified)
50 | 11.1 | i | O=C(NCCCN1CCOCC1)c1cccc(S(=O)(=O)N2CCN(c3ccccc3)CC2)c1
51 | 47.2 | i | CCN(CC(=O)Nc1cccc(S(=O)(=O)N(C)c2ccccc2)c1)Cc1cccs1
52 | 11.0 | i | O=C(C[C@@H]1C/C=C/CC[C@@H](Cc2ccc(F)cc2)C(=O)O[C@@H](c2ccccc2)CNC1=O)NCCO
53 | 10.4 | i | O=C(NCCc1ccccc1)c1cccc2c1C(=O)c1ccc(N3CCOCC3)cc1S2(=O)=O
54 | 14.9 | i | Cc1noc(C)c1-c1ccc2ncnc(NCC3CCCCN3C)c2c1 (stereo unspecified)
55 | 8.0 | i | COc1ccccc1C(=O)OCC#CCSc1nnc(-c2cccc3ccccc23)o1
56 | 9.6 | i | COc1ccc(C2=Nn3c(nnc3-c3ccccc3F)SC2)cc1OC1CCOC1 (stereo unspecified)
57 | 10.5 | i | CCOC(=O)[C@@H]1[C@H]2COc3ccccc3[C@H]2N2C(=O)N(c3ccc(Br)cc3)C(=O)[C@]12C
58 | 15.4 | i | COc1ccccc1CNC(=O)CN1C(=O)NC2(CCC(C)CC2)C1=O (stereo unspecified)
59 | 33.1 | i | S=c1[nH]nc(-c2ccco2)n1-c1ccc(Br)cc1
60 | 43.9 | i | COc1ccc(C(=O)Nc2ccc(O)c3ccccc23)cc1

# | T cell modulator vesicle-bound % | T cell modulator | canonical_smiles
61 | 23.4 | i | CC1(C)CC(=O)C=C(c2ccc(I)cc2)C1
62 | 11.4 | i | Cc1ccc(C(=O)NCC(=O)N2CCCN(C)CC2)cc1C
63 | 38.6 | i | Cc1ccc(Nc2nnc(SC(C)C(=O)NCC3CCCO3)s2)cc1C (stereo unspecified)
64 | 49.4 | i | Cc1cc(OCCCC(=O)Nc2nnc(C3CC3)s2)ccc1Cl
65 | 46.4 | i | COc1ccc(/C(C)=N/Nc2nc(C)cc(-c3ccccc3)n2)cc1
66 | 7.3 | i | O=C(COC(=O)/C=C/c1cccc(Cl)c1)Nc1ccc(N2CCOCC2)cc1
67 | 49.2 | i | COc1ccc(NC(=O)CSc2nnc(-c3cccs3)n2N)c(OC)c1
68 | 34.3 | i | COc1ccccc1-c1nn(-c2ccccc2)cc1C(=O)NC1CC1
69 | 7.0 | i | C=CCC[C@H](Cc1ccc(F)cc1)C(=O)OC[C@H](Cc1c[nH]c2ccccc12)NC(=O)[C@H](CC=C)CC(=O)N(CCO)Cc1ccccc1
70 | 15.6 | i | CC(C)C[C@@]12C(=O)N(c3cccc(F)c3)C(=O)N1[C@H](c1ccc(F)cc1)[C@@H]1C(=O)N(C3CCCCC3)C(=O)[C@@H]12
71 | 22.6 | i | O=C(NNC(=O)c1ccco1)c1csc(N2CCOCC2)n1
72 | 30.1 | i | C1=CC2=NC34CCCCC3CC3=C(CCCC3)N4C2=CC1=NC1CCCCC1 (stereo unspecified)

Bioassay records deposited in PubChem by NMMLSC.

Only part of the results is shown; the hit share may differ from the screen's.
